Screening results as filed in PubChem BioAssay.
PKM2 activator: qHTS Assay for Activators of Human Muscle isoform 2 Pyruvate Kinase; Pyruvate kinase PKM (Homo sapiens), P14618; purified PKM2, Kinase-Glo ATP luminescence, activation; response scale: 0% is enzyme alone, no compound; Potency, µM (titrated, usually from 57.5 µM), inactives show top-dose activation, most hits filed as activators; actives 0.34% (n = 260,000); AID 1631, 2009; also: potency is read from the fitted curve at half-maximal effect; % is scaled to controls: 0 for no effect and ±100 for the full control effect; nearly all actives have a fitted effect of over 55% in size
Target sequence (P14618 whole entry, looked up, canonical isoform): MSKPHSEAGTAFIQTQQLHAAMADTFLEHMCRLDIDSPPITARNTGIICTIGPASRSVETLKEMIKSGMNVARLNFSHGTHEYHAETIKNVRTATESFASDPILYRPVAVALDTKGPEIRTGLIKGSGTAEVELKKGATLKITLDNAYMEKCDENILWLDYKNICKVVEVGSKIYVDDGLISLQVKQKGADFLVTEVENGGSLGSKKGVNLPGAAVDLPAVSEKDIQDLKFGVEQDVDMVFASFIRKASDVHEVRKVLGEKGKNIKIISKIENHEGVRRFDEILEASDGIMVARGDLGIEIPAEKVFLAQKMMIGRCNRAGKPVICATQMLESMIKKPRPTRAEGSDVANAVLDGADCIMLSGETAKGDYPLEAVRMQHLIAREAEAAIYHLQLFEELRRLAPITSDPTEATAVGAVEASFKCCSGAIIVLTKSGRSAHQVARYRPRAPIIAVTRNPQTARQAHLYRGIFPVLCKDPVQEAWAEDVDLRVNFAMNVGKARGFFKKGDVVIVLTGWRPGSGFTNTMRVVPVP
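hPK-M2, >95% pure; 0.1 mM ADP / 0.5 mM PEP final; imidazole pH7.2 buffer w/ 7 mM MgCl2, 50 mM KCl; 1 h RT; Kinase-Glo lum. Intermediate enzyme activity for dual inhibitor/activator qHTS.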
p53 reactivator: qHTS assay for re-activators of p53 using a Luc reporter | H1299 p53-A138V BP100-luciferase reporter, luminescence, 24 h | Potency, µM (doses to about 92.2 µM), for inactives: at the highest dose activity change, positive = activation, most hits filed as activators | actives 0.063% (n = 320,000) | AID 504706, 2011; also: potency is read from the fitted curve at half-maximal effect; % of control where 0% means no effect; nearly all actives have a fitted effect of over 45% in size
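p53-null H1299 cells stably carrying temperature-sensitive p53-A138V and a BP100-luciferase reporter were pinned with compounds (4-point, 1:5 series) and held 24 hrs at 37 deg C. Luminescence was read 10 min after detection reagent.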
FLuc modulator: qHTS profiling assay for firefly luciferase inhibitor/activator using purifed enzyme and Km concentrations of substrates (counterscreen for miR-21 project). actives 6.9% (n = 360,000). Luciferin 4-monooxygenase (Photinus pyralis), P08659. purified FLuc, Km substrates, luminescence inhibition. Potency, µM (doses to about 57.5 µM), inactives show top-dose activity change, negative = inhibition, usual class: inhibitors. AID 588342, 2011;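 also: potency is read from the fitted curve at half-maximal effect; plate controls were vehicle for no effect and reference inhibitor for full effect; nearly all actives have a fitted effect of over 55% in size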
Target sequence (P08659 whole entry, looked up): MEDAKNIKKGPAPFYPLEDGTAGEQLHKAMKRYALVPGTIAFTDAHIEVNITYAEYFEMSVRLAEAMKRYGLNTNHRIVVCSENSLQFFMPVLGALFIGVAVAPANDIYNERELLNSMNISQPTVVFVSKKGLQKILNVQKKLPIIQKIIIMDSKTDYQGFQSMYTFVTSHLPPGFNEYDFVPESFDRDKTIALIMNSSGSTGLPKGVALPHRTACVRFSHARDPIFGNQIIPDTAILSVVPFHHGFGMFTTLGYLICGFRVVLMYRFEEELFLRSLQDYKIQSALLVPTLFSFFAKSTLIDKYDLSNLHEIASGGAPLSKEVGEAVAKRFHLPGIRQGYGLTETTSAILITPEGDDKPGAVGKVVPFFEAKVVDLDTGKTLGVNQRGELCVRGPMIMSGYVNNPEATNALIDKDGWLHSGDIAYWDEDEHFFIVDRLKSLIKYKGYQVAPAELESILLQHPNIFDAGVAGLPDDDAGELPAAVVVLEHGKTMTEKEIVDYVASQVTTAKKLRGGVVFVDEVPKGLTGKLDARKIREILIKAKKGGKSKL
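Purified P. pyralis luciferase (10nM final) with 10uM D-luciferin and 10uM ATP (Km levels) in 50mM Tris acetate pH 7.5, 10mM Mg acetate, 0.01% Tween-20, 0.05% BSA; qHTS 6-point titration, ~60 µM downward; luminescence read.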
BRCA1 expr up: qHTS Assay to Identify Small Molecule Activators of BRCA1 Expression; MCF7-BRCA1-FFLuc reporter, luminescence, 48 h; response scale: scaled: vehicle 0%, 10 µM genistein 100%; Potency, µM (series often up to 46.1 µM), inactives show top-dose activation, actives largely listed as activators; actives 1.1% (n = 380,000); AID 624202, 2012; also: potency is read from the fitted curve at half-maximal effect; nearly all actives have a fitted effect of over 80% in size; some results filed as inactive show a strong effect at the top dose
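Luminescence from a BRCA1-driven firefly luciferase in MCF7 cells was read after 48 h compound exposure at 37 C. Data normalized against DMSO and a 10microM genistein activation control, then curve-fitted across the titration.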
NPC1 promoter act: qHTS Assay for NPC1 Promoter Activators; AID 485313, 2010; actives 2.4% (n = 320,000); Potency, µM (top dose mostly 9.22 µM), for inactives: at the top dose activation, most hits filed as activators; Huh7 NPC1 promoter luciferase reporter, 24 h;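 also: potency is read from the fitted curve at half-maximal effect; % of control where 0% means no effect; nearly all actives have a fitted effect of over 60% in size; reporter is driven by a mutant NPC1 promoter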
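Cells: Huh7 expressing luciferase under the NPC1 promoter, 1500/well. Seeded 2 h, compound added, incubated 24 h at 37 °C. Luciferase reagent, 10 min ambient, then luminescence.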
Rab9 promoter act: qHTS Assay for Rab9 Promoter Activators | actives 2.8% (n = 320,000) | Huh7 Rab9 promoter-luciferase reporter, luminescence, 24 h | AID 485297, 2010 | Potency, µM (top dose mostly 9.22 µM), without a hit: top-dose activation, negative = inhibition, hits mostly activators; also: potency is read from the fitted curve at half-maximal effect; % of control where 0% means no effect; nearly all actives have a fitted effect of over 60% in size
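Cell-based reporter: Huh7 stable for Rab9 promoter-driven luciferase, plated in reduced-serum medium with 10% FBS at 1500 cells/well, compound-treated 24 h at 37 °C, luminescence read after 10 min reagent.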
VP16 counter: VP16 counterscreen qHTS for inhibitors of ROR gamma transcriptional activity | Drosophila S2 Gal4-VP16 UAS-luciferase, luminescence, 20 h | actives 3.5% (n = 310,000) | Potency, µM (doses to about 53.6 µM), for inactives: at the highest dose activity, negative = inhibition, actives largely listed as inhibitors;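 also: Gal4-VP16 expression switched on by copper sulfate through the metallothionein promoter; potency is read from the fitted curve at half-maximal effect; % is scaled to controls: 0 for no effect and ±100 for the full control effect; nearly all actives have a fitted effect of over 50% in size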
Menin-MLL TR inh: qHTS Assay for Inhibitors Targeting the Menin-MLL Interaction in MLL Related Leukemias: Competition With Texas Red Labeled MLL-derived Mutant Peptide | actives 0.23% (n = 270,000) | Potency, µM (doses to about 61.6 µM), without a hit: top-dose FP activity change, negative = inhibition, usual class: inhibitors | Menin + Texas Red MLL mutant peptide, fluorescence polarization | AID 1768, 2009 | O00255; active = well fitted inhibition curve with a large enough effect in the polarisation, with a control signal flat, not every such curve was filed as active; inconclusive = small, poorly fitted or top-dose-only effect, or effect the other way, or a change in a side signal; inactive = no such curve, though single readings can be large or run the other way; the % refers to the polarisation; also: potency is read from the fitted curve at half-maximal effect; % of control where 0% means no effect; many of its hits are not listed in these tables
Giardia killer: Small Molecules that selectively kill Giardia lamblia: qHTS; actives 0.15% (n = 340,000); AID 540267, 2011; activity change, % at 7.66 µM, hits read low; Giardia lamblia trophozoite viability; in the data active = activity change below about -80%; inconclusive = between about -30% and that limit;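 also: parasites exposed to compound for two days anaerobically before the ATP read; % is scaled to controls: 0 for no effect and ±100 for the full control effect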
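Giardia trophozoites, 100 cells per well, were exposed to compounds for 48 hrs at 37 deg C under anaerobic conditions; viability was then read as ATP content by bioluminescence after 15-30 min at room temperature.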
RORg inh: qHTS for inhibitors of ROR gamma transcriptional activity. Nuclear receptor ROR-gamma (Mus musculus), P51450. Drosophila S2 Gal4-RORgamma UAS-luciferase reporter, 20 h. Potency, µM (titrated, usually from 53.6 µM), inactives show at the highest dose activity change, negative = inhibition, hits mostly inhibitors. actives 5.4% (n = 310,000); also: potency is read from the fitted curve at half-maximal effect; % is scaled to controls: 0 for no effect and ±100 for the full control effect; nearly all actives have a fitted effect of over 60% in size
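Stably transfected Drosophila Schneider cells are the test system, with ROR gamma fused to Gal4 and luciferase under UAS control; luminescence is read after 20 hr of 700 uM copper sulfate induction at ambient temperature.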
ELG1 genotox: qHTS screen for small molecules that induce genotoxicity in human embryonic kidney (HEK293T) cells expressing luciferase-tagged ELG1; HEK293T ELG1-luciferase reporter, luminescence, 16 h; Potency, µM (top dose mostly 46 µM), inactives show at the highest dose activity change, positive = activation, usual class: activators; actives 1.3% (n = 330,000); AID 504466, 2011; also: potency is read from the fitted curve at half-maximal effect; % of control where 0% means no effect; nearly all actives have a fitted effect of over 60% in size
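After overnight (16 hr) compound treatment at 37 °C, ELG1-luciferase HEK293T cells were lysed with ONE-Glo; luminescence quantified 30 min later at room temperature.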
Numbers without * were called inactive; ? = inconclusive; . = no result given; & = joins results of further samples; [ ] = dose if it differs, or a comment. Unless noted, calls follow the shape of the dose curve; as a rule, active = well fitted curve in the direction sought with a large enough effect; inconclusive = small, poorly fitted or top-dose-only effect, or another doubt; inactive = no such curve, though single readings can be large; an effect the other way counts as inactive or inconclusive.

SMILES | PKM2 activator | p53 reactivator | FLuc modulator | BRCA1 expr up | NPC1 promoter act | Rab9 promoter act | VP16 counter | Menin-MLL TR inh | Giardia killer | RORg inh | ELG1 genotox
O=S(=O)(c1ccc(Cl)cc1Cl)N1CCCC1c1cccnc1 (stereo not drawn) | -2.0% | -6.4% | -1.9% | 14.7% | 2.3% | 0.5% | 2.3% | . | 7.0 | ? | -2.2%
CCOC(=O)Cn1cc(C(=O)c2ccccc2)c2ccccc21 | 6.7%[11.5 µM] | 23.0% | -12.6% | -24.9% | -4.3% | 0.3% | -5.4% | 18.3% | ? | 15.7% | -3.1%
Cc1nnc(SCc2nc3ccccc3c(=O)n2-c2ccccc2Cl)n1N | -1.6% | -14.2% | 7.1% | 7.3% | 0.8% | 0.5% | 9.4% | 6.3% | -7.2 | -18.4% | 0.7%
Oc1ccc(Cl)cc1CN1CCN(Cc2ccccc2)CC1 | 0.3% | 6.5% | ? | -35.9% | -2.3% | -5.3% | 7.3% | . | 1.5 | 2.5% | -3.9%
CCN(CC)C(=O)c1ccc(NC(=O)COc2ccc(-c3nn(C)c(=O)c4ccccc34)cc2)cc1 | 3.1% | -5.0% | -3.7%&-1.1% | -66.4%&-28.6% | -2.2% | -8.2% | -0.5% | -23.8% | -3.0 | 7.7% | 2.0%
O=C1NC(=O)C(=Cc2ccc(-c3ccc(F)cc3O)o2)C(=O)N1 | 9.9% | . | 13.5µM* | -8.2% | -1.9% | -1.9% | 0.0% | ? | 7.9 | ? | 1.2%
C=CCn1cc(C=C2C(=O)NC(=O)NC2=O)c2ccccc21 | . | -3.6% | -3.3% | 3.9% | -2.3% | -1.6% | 5.7% | -1.3% | -4.0 | -13.3% | 0.8%
Brc1ccccc1CNCCc1ccc2c(c1)OCO2 | -7.4% | 2.2% | -17.3% | 19.8% | 1.4% | 7.3% | -7.0% | -26.6% | -5.8 | -41.6% | -1.1%
C=C[C@@]12CN(C)[C@H]3[C@H]1[C@@]1(C(=O)Nc4ccccc41)C1CC2[C@@H]3CO1 | . | -1.8% | -0.4% | 4.4% | 7.6% | -4.1% | . | . | 27.9 | . | -8.7%
CCC(=NCC1CCCO1)c1c(O)n(-c2ccccc2C)c(=O)[nH]c1=O (stereo not drawn) | -4.7% | -2.4% | -1.7% | 0.0% | -0.8% | 1.4% | ? | . | 15.0 | 14.3% | 2.4%
Cn1c(O)c(/C=C/C=Nc2ccccc2)c(=O)n(C)c1=S | 6.9% | 2.0% | -0.6% | -2.4% | 1.7% | -4.3% | -9.2% | ? | -4.6 | 8.2% | 3.3%
COc1cc(C(=O)N/N=C/C23CC[C@@H](O)CC2(O)CC[C@@H]2[C@@H]3CCC3(C)C(C4=CC(=O)OC4)CCC23O)ccc1O (stereo partly drawn) | -6.1% | 8.7% | -10.2% | -7.5% | -3.4% | -0.7% | -10.1% | . | -2.3 | -0.4% | -6.3%
CC(=O)Nc1ccc(OCCF)cc1 | 1.7% | 7.8% | 3.4% | -8.6% | -2.5% | -3.2% | -13.3% | 0.4% | 0.6 | 0.1% | 11.4%
C=C[C@H]1CN2CC[C@H]1C[C@@H]2[C@@H](O)c1ccnc2ccccc12 | . | 2.4% | -0.5% | -7.9% | -4.0% | 2.3% | . | . | -19.5 | . | 26.3%
Cn1cc(C(=O)N2CCCCC2)c2ccccc21 | -2.9% | -5.0% | -5.0% | 0.0% | -2.8% | -4.7% | 1.2% | -1.2% | -10.7 | 7.3% | 0.4%
CC(=NCc1cccnc1)c1c(O)n(-c2ccc(C)cc2)c(=O)[nH]c1=O | 1.6% | -2.6% | -1.4% | 1.5% | -0.2% | -10.8% | 5.2% | -0.3% | -6.5 | ? | -3.4%
Cc1ccc(N2C(=O)NC(=O)/C(=C\c3cnc(-c4ccccc4)nc3)C2=O)cc1 | 1.9% | ? | 0.4% | 15.6% | -1.6% | 5.1% | -9.5% | 26.6% | -25.9 | 5.1% | 8.1%
CCOC(=O)c1c(C)n(Cc2ccccc2)c2ccc(OCC(O)Cn3nc(C)nc3C)cc12 (stereo not drawn) | -5.3% | -9.3% | -5.9% | -4.4% | -1.9% | -0.6% | -5.7% | 0.3% | 29.0 | -5.6% | -26.4%
Cc1cc(C(=O)Nc2ccccc2)nn1C(C)(C)C | -6.2% | 16.4% | 6.75µM* | 0.0% | 2.24µM* | 2.24µM* | -8.1% | . | -17.2 | -16.3% | ?
CC1(C)C2CC=C(CN3CCOCC3)C1C2 (stereo not drawn) | -9.4% | -8.5% | -0.6% | -32.5% | -0.9% | -4.5% | 5.6% | 3.9% | 11.3 | 0.4% | -0.5%
CCCOC(=O)C1C2c3ccccc3C(c3ccccc32)C1C(=O)O (stereo not drawn) | 0.2% | 1.3% | ? | 0.0% | -0.9% | -4.8% | -13.0% | -0.7% | -5.7 | -20.2% | -1.6%
CC(N)Cc1cn(Cc2ccccc2)c2ccccc12 (stereo not drawn) | -1.3% | . | 0.2% | -49.4% | 1.4% | -9.1% | -5.5% | -11.3% | -11.7 | -21.7% | -7.1%
COCCCNC(=O)Cn1cc(/C=C2\C(=O)NC(=O)N(c3ccccc3F)C2=O)c2ccccc21 | . | 2.7% | ? | -14.8% | -0.4% | -1.9% | ? | 22.5% | 7.6 | ? | 9.2%
O=c1cccc2n1CC1CC2CN(c2ncnc3c2cnn3-c2ccccc2)C1 (stereo not drawn) | 8.3% | 4.8% | -1.8% | -14.9% | -2.0% | 0.3% | 19.6% | -0.5%[11.7 µM] | -7.9 | 1.5% | 4.8%
CN(C)C(=O)Oc1ccc(OCc2n(C)c3ccccc3[n+]2C)cc1 | -4.7% | 6.3% | 2.6% | -8.0% | 0.3% | 1.1% | -12.7% | -4.9% | 19.5 | -7.0% | -1.3%
O=c1c2cc(N3CCOCC3)ccc2[nH]c(=S)n1Cc1ccc(Cl)cc1 | 6.8% | 17.3% | -13.7% | 11.2µM* | ? | ? | 0.562µM* | ? | 11.5 | 8.91µM* | ?
CCOC(=O)c1c(N)n(Cc2ccco2)c2nc3ccccc3nc12 | -1.8% | 5.1% | 2.5% | -39.6% | 0.3% | -2.7% | -7.3% | -5.7% | -13.9 | 25.7% | -8.9%
COc1cc2c(cc1O)C(Cc1ccc(O)cc1)NCC2 (stereo not drawn) | ? | 6.3% | 0.8% | -7.3% | -4.9% | 0.1% | ? | 14.4% | -22.3 | ? | 2.0%
CC[N+](CC)(CC)CCCOC(=O)C(O)(c1ccccc1)C1CCCCC1 (stereo not drawn) | -9.3% | 6.8% | -0.1% | -15.3% | -0.7% | 2.6% | -2.3% | . | -3.8 | -5.8% | 0.5%
CCCc1cc(=O)oc2cc(OCC(=O)N3CCC(C(=O)O)(c4ccccc4)CC3)ccc12 | -5.2% | . | -1.3% | 0.0% | -1.4% | -0.2% | 2.6% | -1.5% | 17.2 | 23.1% | 1.9%
O=c1[nH]c(=O)n(-c2cccc(Cl)c2)c(O)c1/C=N/c1ccccn1 | 4.7% | 3.2% | -0.8% | -19.5% | -1.2% | 2.7% | -0.3% | 4.4% | -13.8 | 5.4% | 1.6%
COc1ccccc1-n1c(-c2ccc(C)cc2)nc2ccccc2c1=O | . | -1.3% | 13.5µM* | -23.6% | -3.5% | -1.0% | 7.1% | -19.1% | -2.2 | 4.9% | 13.5%
COC(=O)C1C(OC(=O)c2ccccc2)CC2CCC1N2C (stereo not drawn) | -0.5% | 1.4%&1.8% | -1.2% | 7.5%&0.0% | -5.2% | -0.9% | -0.4%&2.0% | 7.8%&0.4% | -11.2&-6.8 | -25.0%&3.0% | 1.7%&-0.8%
Oc1ccc(Cl)cc1 | . | -2.8% | . | 5.2% | . | . | -4.6%&9.1% | 13.0%&3.5% | 10.7 | 26.3%&6.6% | 4.4%

The list is partial; rates above refer to the full screens.
